Vif-APOBEC3F blk – blocks the Vif interaction with APOBEC3F; hit rate 0.2% among 390,000; Potency, µM (top dose mostly 46.1 µM), for inactives: top-dose activity, negative = active; HeLa A3F-eYFP + Vif (tagged APOBEC3F with the HIV-1 protein that degrades it), YFP fluorescence increase; also: potency is read from the fitted curve at half-maximal effect; % of control where 0% means no effect; nearly all actives have a fitted effect of over 65% in size
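HeLa cells stably expressing A3F-eYFP plus Vif, plated and incubated overnight at 37 deg C, then exposed to compounds overnight at 37 deg C. Blocked degradation read as raised yellow fluorescence (Ex 488/Em 500-530).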
PI4K2A block – blocks human PI4K2A kinase activity; purified PI4K2A, ADP-Glo luminescence, 1 h; active compounds read low; AID 1346378; Q9BTU6; activity change, negative = inhibition, % at 76.9 µM; hit rate 0.13% among 420,000; in the data active = activity change below about -50%; inconclusive = mostly about -30% to -49%;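 also: -100% = wells without enzyme as full effect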
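ADP-Glo luminescence measured ADP generated by PI4K2A enzyme (4 ug/mL before mixing) with 1.2 mM PI substrate (pre-mix) and 300 microM ATP (pre-mix). Tris pH7.5 buffer with MgCl2, Triton X-100; 1 h reaction at ambient temperature.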
TrxR1 substrate – rat thioredoxin reductase 1 substrate activity; O89049; purified TrxR1 substrate turnover, NADPH consumption readout; Potency, µM (doses to about 114 µM), inactives show at the highest dose activity change, negative = substrate turnover; hit rate 0.01% among 390,000; AID 588456; also: potency is read from the fitted curve at half-maximal effect; % is scaled to controls: 0 for no effect and ±100 for the full control effect; nearly all actives have a fitted effect of over 50% in size
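Rat TrxR1, dispensed at 90 nM, was prereduced with 400 uM NADPH (final) for 5 min at ~22 deg C, then incubated with compound 15 min before 400 uM selenite. A first-read NADPH fluorescence drop versus no-compound background flagged substrates.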
RXFP1 ag – activates the human relaxin receptor RXFP1. Q9HBX9. AID 2676. Potency, µM (top dose mostly 57.5 µM), inactives show top-dose activation, actives largely listed as activators. hit rate 0.3% among 370,000. HEK293T-RXFP1 cAMP TR-FRET, 30 min; response scale: percent of porcine relaxin response, buffer zero; also: potency is read from the fitted curve at half-maximal effect; % is scaled to controls: 0 for no effect and ±100 for the full control effect; nearly all actives have a fitted effect of over 60% in size; many of its hits are not listed in these tables
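HEK293 cells stably expressing RXFP1, treated 30 min at 37C with compounds plus PDE4 inhibitor Ro 20174; cAMP measured by HTRF TR-FRET. Normalized to buffer and 29 nM porcine relaxin; EC50 by Hill fit.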
mIDH1 inhibitor – human IDH1 R132H inhibition. hit rate 0.093% among 390,000. Potency, µM (top dose mostly 76.6 µM), for inactives: at the top dose activity change, negative = inhibition, usual class: inhibitors. O75874. IDH1-R132H enzyme, NADPH consumption, diaphorase/resazurin fluorescence. AID 602179; also: potency is read from the fitted curve at half-maximal effect; % is scaled to controls: 0 for no effect and ±100 for the full control effect; nearly all actives have a fitted effect of over 65% in size
Target sequence (O75874 whole entry R132H, stated change not applied): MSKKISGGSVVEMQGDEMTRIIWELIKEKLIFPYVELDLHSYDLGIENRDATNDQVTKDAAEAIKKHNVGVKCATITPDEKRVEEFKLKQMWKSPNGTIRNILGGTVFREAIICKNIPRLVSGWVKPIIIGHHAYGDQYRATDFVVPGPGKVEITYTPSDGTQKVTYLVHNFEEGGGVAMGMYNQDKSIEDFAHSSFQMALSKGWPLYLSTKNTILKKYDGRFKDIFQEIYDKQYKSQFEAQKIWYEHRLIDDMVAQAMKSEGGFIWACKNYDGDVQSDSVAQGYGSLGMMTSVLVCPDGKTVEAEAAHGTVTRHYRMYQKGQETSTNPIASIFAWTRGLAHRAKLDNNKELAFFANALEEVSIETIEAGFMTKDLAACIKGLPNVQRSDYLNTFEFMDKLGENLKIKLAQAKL
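IDH1-R132H (0.5 ug/mL) preincubated 30 min with compound, then NADPH (0.016 mM) and alpha-KG (2 mM) added; 80 min at RT, pH 7.5. Remaining NADPH coupled via diaphorase/resazurin to fluorescence (540/590 nm); concentration-response curves normalized to no-enzyme control.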
Vif-APOBEC3G blk – Vif-A3G binding inhibition. Q9HC16. HeLa A3G-eYFP + Vif (tagged APOBEC3G with the HIV-1 protein that degrades it), YFP fluorescence, overnight. Potency, µM (top dose mostly 46.1 µM), for inactives: top-dose activity, negative = active, usual class: inhibitors. hit rate 0.076% among 410,000. AID 602310;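 also: potency is read from the fitted curve at half-maximal effect; % is scaled to controls: 0 for no effect and ±100 for the full control effect; nearly all actives have a fitted effect of over 60% in size; hits raise eYFP signal because A3G escapes Vif-driven loss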
Target sequence (Q9HC16 whole entry, looked up): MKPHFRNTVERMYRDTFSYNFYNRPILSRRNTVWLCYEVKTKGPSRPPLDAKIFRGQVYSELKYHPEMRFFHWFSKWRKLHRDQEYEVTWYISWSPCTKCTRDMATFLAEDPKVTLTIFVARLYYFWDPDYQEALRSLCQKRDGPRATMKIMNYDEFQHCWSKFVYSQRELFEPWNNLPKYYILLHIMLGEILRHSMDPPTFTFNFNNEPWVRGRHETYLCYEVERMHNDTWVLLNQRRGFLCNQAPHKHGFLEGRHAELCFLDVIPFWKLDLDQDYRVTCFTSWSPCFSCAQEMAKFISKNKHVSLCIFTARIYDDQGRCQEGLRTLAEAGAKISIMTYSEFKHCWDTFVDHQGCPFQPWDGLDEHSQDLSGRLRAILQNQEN
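Read-out is eYFP fluorescence (Ex 488/Em 500-530) from Vif-expressing HeLa A3G-eYFP cells; more signal means A3G escaped Vif-mediated degradation. Cells plated overnight, compound pinned in, incubated overnight at 37 deg C.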
LDHA block – inhibitors of human lactate dehydrogenase A; purified LDHA, NADH/diaphorase-resazurin fluorescence; active compounds read low; activity change, % (values are at about 110 or 230 µM); hit rate 0.15% among 480,000; in the data active = activity change below about -30%; inconclusive = mostly about -25% to -30%;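 also: plate controls were DMSO wells for no effect and wells without enzyme for full effect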
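Human LDH5 at 2 nM final in Tris HCl pH 7.4 with 0.06 mM NADH and 0.2 mM pyruvate, reacted 5 minutes at room temperature. Remaining NADH coupled via diaphorase/resazurin; resorufin fluorescence read at 0 and 20 minutes, normalized to enzyme-free and DMSO wells.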
USP1-UAF1 inh – blocks the human USP1/UAF1 deubiquitinase complex | O94782 | recombinant USP1/UAF1, Ub-Rhodamine cleavage fluorescence | Potency, µM (top dose mostly 57.1 µM), for the others: at the top dose activity change, negative = inhibition, hits mostly inhibitors | hit rate 0.23% among 390,000 | AID 743255; also: potency is read from the fitted curve at half-maximal effect; % is scaled to controls: 0 for no effect and ±100 for the full control effect; nearly all actives have a fitted effect of over 60% in size; inactives centre near -12
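1 nM enzyme complex + cpd, 15 min RT; start with Ub-Rho 150nM final; kinetic fluorescence ex 480/em 540, 6 reads q60 s. Buffer 50mM HEPES pH 7.8, 0.5mM EDTA, 0.1 mg/ml BSA, 1mM TCEP, 0.01% Tween-20.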
Glioma ERSR ind – ER stress response induction in glioma; U87-MG GRP78 promoter luciferase reporter, 16 h; Potency, µM, for the others: at the highest dose activation, actives largely listed as activators; hit rate 0.02% among 420,000; also: potency is read from the fitted curve at half-maximal effect; series mostly up to about 76 µM; % of control where 0% means no effect; nearly all actives have a fitted effect of over 35% in size
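ERSR induction read as luciferase luminescence (Bright-Glo, 10 min at room temperature) in stably transfected human U87-MG glioma cells exposed to compounds for 16 h, using GRP78 as sensor.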
Active calls of the source: *; [ ] = remark or other dose. Unless noted, calls follow the shape of the dose curve; as a rule, active = well fitted curve in the direction sought with a large enough effect; inconclusive = small, poorly fitted or top-dose-only effect, or another doubt; inactive = no such curve, though single readings can be large; an effect the other way counts as inactive or inconclusive. Not all compounds are listed. The share of hits here may be higher or lower than overall.

What do the screens show for `COc1cc(C(O)c2nc(-c3csc4ccccc34)cs2)ccc1F` (centres undefined)?
PI4K2A block: -2; Vif-APOBEC3G blk: -13%; LDHA block: -6; Glioma ERSR ind: 2%

What do the screens show for `Cc1ccc(C2(SCC(N)C(=O)O)c3ccccc3-c3ccccc32)cc1` (centres undefined)?
Vif-APOBEC3F blk: 1%; PI4K2A block: 8; TrxR1 substrate: 5%[57.1 µM]; mIDH1 inhibitor: 1%; Vif-APOBEC3G blk: -9%; LDHA block: 1; USP1-UAF1 inh: -21%; Glioma ERSR ind: -3%

Results for N#Cc1ccc(C(=O)OCC(=O)NC(=O)NCc2ccccc2)cc1 ?
Vif-APOBEC3F blk: 1%; PI4K2A block: 1; TrxR1 substrate: 5%[57.1 µM]; RXFP1 ag: -0.9%; mIDH1 inhibitor: 1%; Vif-APOBEC3G blk: 2%; LDHA block: -4; USP1-UAF1 inh: -22%; Glioma ERSR ind: -6%

What do the screens show for `O=C(CCOc1cccc(Br)c1)NNC(=O)COc1ccc(F)cc1`?
Vif-APOBEC3F blk: -1%; PI4K2A block: 1; TrxR1 substrate: 5%; RXFP1 ag: -0.2%; mIDH1 inhibitor: 4%; Vif-APOBEC3G blk: 2%; LDHA block: 0; USP1-UAF1 inh: -24%; Glioma ERSR ind: -5%

How did CCOc1cc(/C=N/n2cnnc2)ccc1OS(=O)(=O)c1ccc(C)cc1 do in these assays?
Vif-APOBEC3F blk: 1%; PI4K2A block: -11; TrxR1 substrate: 7%[57.1 µM]; RXFP1 ag: 1.2%; mIDH1 inhibitor: -4%; Vif-APOBEC3G blk: -4%; LDHA block: -7; USP1-UAF1 inh: -12%; Glioma ERSR ind: 0%

Results for O=C(N/N=C/c1ccc(F)cc1)c1cc(-c2ccc3c(c2)OCO3)n[nH]1 ?
Vif-APOBEC3F blk: -28%; PI4K2A block: -5; TrxR1 substrate: -2%[57.1 µM]; RXFP1 ag: -0.5%; mIDH1 inhibitor: -11%; Vif-APOBEC3G blk: -14%; LDHA block: -5; USP1-UAF1 inh: -7%; Glioma ERSR ind: 5%

Results for O=C(CCN1C(=O)c2ccccc2C1=O)NCCC1=CCCCC1 ?
Vif-APOBEC3F blk: -4%; PI4K2A block: -8; TrxR1 substrate: -4%; RXFP1 ag: 1.9%; mIDH1 inhibitor: 1%; Vif-APOBEC3G blk: 2%; LDHA block: 0; USP1-UAF1 inh: -6%; Glioma ERSR ind: -1%

What do the screens show for `CCC(C)NC(=O)c1cc2cc(S(=O)(=O)N3CCCCC3)ccc2n1C` (centres undefined)?
Vif-APOBEC3F blk: 6%; PI4K2A block: -2; TrxR1 substrate: -1%[57.1 µM]; RXFP1 ag: -1.9%; mIDH1 inhibitor: -9%; Vif-APOBEC3G blk: 5%; LDHA block: -2; USP1-UAF1 inh: -21%; Glioma ERSR ind: -4%

How did Cc1noc(C)c1S(=O)(=O)N(CC(=O)NCCc1ccc(Cl)cc1)c1ccc(C(C)C)cc1 do in these assays?
Vif-APOBEC3F blk: -1%; PI4K2A block: 2; TrxR1 substrate: -5%; RXFP1 ag: 1.0%; mIDH1 inhibitor: 8%; Vif-APOBEC3G blk: -3%; LDHA block: 3; USP1-UAF1 inh: inconclusive; Glioma ERSR ind: -2%

Results for O=C(CCN1C(=O)/C(=C/c2cccs2)SC1=S)Nc1cccc(O)c1 ?
Vif-APOBEC3F blk: 2%; PI4K2A block: 4; TrxR1 substrate: -11%; RXFP1 ag: -5.2%; mIDH1 inhibitor: -8%; Vif-APOBEC3G blk: 1%; LDHA block: -7; USP1-UAF1 inh: -13%; Glioma ERSR ind: 3%

Results for CC(=O)Oc1ccc(-c2cccc(C(=O)OCC(=O)Nc3ccccc3Oc3ccccc3)c2)cc1 ?
Vif-APOBEC3F blk: 1%; PI4K2A block: -1; TrxR1 substrate: 5%[57.1 µM]; RXFP1 ag: 0.2%; mIDH1 inhibitor: 7%; Vif-APOBEC3G blk: -4%; LDHA block: -2; USP1-UAF1 inh: -8%; Glioma ERSR ind: 1%

What do the screens show for `COc1cccc(OC)c1NC(=O)Cn1nc(-c2ccc3c(c2)OCCO3)ccc1=O`?
Vif-APOBEC3F blk: 3%; PI4K2A block: 2; TrxR1 substrate: -3%[57.1 µM]; RXFP1 ag: 1.7%; mIDH1 inhibitor: 3%; Vif-APOBEC3G blk: -5%; LDHA block: -5; USP1-UAF1 inh: -11%; Glioma ERSR ind: -4%

What do the screens show for `CC1=C(C(=O)N(C)C)C(c2ccccc2OC(F)F)NC(=O)N1` (centres undefined)?
Vif-APOBEC3F blk: 0%; PI4K2A block: 1; TrxR1 substrate: 15%[57.1 µM]; RXFP1 ag: -0.2%; mIDH1 inhibitor: 20%; Vif-APOBEC3G blk: 1%; LDHA block: -10; USP1-UAF1 inh: 2%; Glioma ERSR ind: -2%

How did O=C(CCS(=O)(=O)c1ccccc1)Nc1ccccc1F do in these assays?
Vif-APOBEC3F blk: 2%; PI4K2A block: 1; TrxR1 substrate: -6%; RXFP1 ag: -1.5%; mIDH1 inhibitor: 6%; Vif-APOBEC3G blk: 6%; LDHA block: -4; USP1-UAF1 inh: -1%; Glioma ERSR ind: 5%

How did CN1CCN(c2nc3ccccc3nc2C(C#N)S(=O)(=O)c2ccccc2)CC1 (centres undefined) do in these assays?
Vif-APOBEC3F blk: -3%; PI4K2A block: 1; TrxR1 substrate: -1%; RXFP1 ag: -0.2%; mIDH1 inhibitor: -7%; Vif-APOBEC3G blk: 0%; LDHA block: 0; USP1-UAF1 inh: -8%; Glioma ERSR ind: -1%

What do the screens show for `N=c1ncn(CC(O)CN2CCOCC2)c2nc(N3CCOCC3)[nH]c12` (centres undefined)?
Vif-APOBEC3F blk: 3%; PI4K2A block: -12; TrxR1 substrate: 6%[57.1 µM]; RXFP1 ag: -0.9%; mIDH1 inhibitor: 2%; Vif-APOBEC3G blk: 1%; LDHA block: 3; USP1-UAF1 inh: -6%; Glioma ERSR ind: -8%

Results for Cc1nc(-c2ccc(F)cc2)sc1CCNC(=O)c1ccco1 ?
Vif-APOBEC3F blk: -1%; PI4K2A block: 0; TrxR1 substrate: 7%[57.1 µM]; RXFP1 ag: 0.4%; mIDH1 inhibitor: 12%; Vif-APOBEC3G blk: -4%; LDHA block: -4; USP1-UAF1 inh: -12%; Glioma ERSR ind: -1%

How did Cc1cccc(N2C(=O)c3cccc4c(N)ccc(c34)C2=O)c1 do in these assays?
Vif-APOBEC3F blk: inconclusive; PI4K2A block: 3; TrxR1 substrate: -13%; RXFP1 ag: 1.1%; mIDH1 inhibitor: -4%; Vif-APOBEC3G blk: 15%; LDHA block: 0; USP1-UAF1 inh: 28µM*; Glioma ERSR ind: -3%

What do the screens show for `COCCCN1C(=O)c2[nH]nc(-c3ccccc3O)c2C1c1ccc(Cl)cc1` (centres undefined)?
Vif-APOBEC3F blk: -4%; PI4K2A block: 0; TrxR1 substrate: 5%[57.1 µM]; RXFP1 ag: -0.2%; mIDH1 inhibitor: -7%; Vif-APOBEC3G blk: -21%; LDHA block: -7; USP1-UAF1 inh: -18%; Glioma ERSR ind: -7%

What do the screens show for `CCC(=O)Nc1sc2c(c1C(=O)Nc1ccc(Br)cc1)CCCCC2`?
Vif-APOBEC3F blk: 2%; PI4K2A block: -6; TrxR1 substrate: 2%; RXFP1 ag: 20%; mIDH1 inhibitor: -19%; Vif-APOBEC3G blk: -2%; LDHA block: 2; USP1-UAF1 inh: -9%; Glioma ERSR ind: -3%

Results for CC(=O)c1cccc(Oc2ncccn2)c1 ?
Vif-APOBEC3F blk: -1%; PI4K2A block: 2; TrxR1 substrate: -2%[57.1 µM]; RXFP1 ag: -0.1%; mIDH1 inhibitor: 1%; Vif-APOBEC3G blk: 0%; LDHA block: -1; USP1-UAF1 inh: -14%; Glioma ERSR ind: -3%

Results for COc1ccc2c(c1)OC[C@H]1[C@H]2N2C(=O)c3cc(OC)ccc3NC(=O)[C@@]2(C)[C@H]1c1ccccc1 ?
Vif-APOBEC3F blk: -11%; PI4K2A block: 4; TrxR1 substrate: 10%; RXFP1 ag: 1.5%; mIDH1 inhibitor: -17%; Vif-APOBEC3G blk: -22%; LDHA block: -6; USP1-UAF1 inh: -16%; Glioma ERSR ind: -2%

Results for Cc1cc(C)c(S(=O)(=O)N2CCN(C(=O)c3cccs3)CC2)c(C)c1 ?
Vif-APOBEC3F blk: 6%; PI4K2A block: -9; TrxR1 substrate: 3%; RXFP1 ag: -0.2%; mIDH1 inhibitor: 24%; Vif-APOBEC3G blk: -3%; LDHA block: -5; USP1-UAF1 inh: -28%; Glioma ERSR ind: -1%

What do the screens show for `Cc1cccc(NC(=O)c2cccs2)n1`?
Vif-APOBEC3F blk: -2%; PI4K2A block: -5; TrxR1 substrate: -9%[57.1 µM]; RXFP1 ag: -0.7%; mIDH1 inhibitor: 6%; Vif-APOBEC3G blk: -4%; LDHA block: -6; USP1-UAF1 inh: -16%; Glioma ERSR ind: -1%

From PubChem
